From PubChem BioAssay
M4 PAM: potentiates acetylcholine response at human M4 receptor. P08173. CHO-K1 hM4/Gqi5, Fluo-8 calcium fluorescence, ACh EC20; 0% = ACh EC20, 100% = maximal ACh. AID 624126. activation, % at 3 µM. actives 0.4% (n = 360,000);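 active = activation above its plate's cutoff, the mean activation of sample wells plus 3 SD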; also: some results filed as inactive read as strong as hits
Target sequence (P08173 whole entry, looked up): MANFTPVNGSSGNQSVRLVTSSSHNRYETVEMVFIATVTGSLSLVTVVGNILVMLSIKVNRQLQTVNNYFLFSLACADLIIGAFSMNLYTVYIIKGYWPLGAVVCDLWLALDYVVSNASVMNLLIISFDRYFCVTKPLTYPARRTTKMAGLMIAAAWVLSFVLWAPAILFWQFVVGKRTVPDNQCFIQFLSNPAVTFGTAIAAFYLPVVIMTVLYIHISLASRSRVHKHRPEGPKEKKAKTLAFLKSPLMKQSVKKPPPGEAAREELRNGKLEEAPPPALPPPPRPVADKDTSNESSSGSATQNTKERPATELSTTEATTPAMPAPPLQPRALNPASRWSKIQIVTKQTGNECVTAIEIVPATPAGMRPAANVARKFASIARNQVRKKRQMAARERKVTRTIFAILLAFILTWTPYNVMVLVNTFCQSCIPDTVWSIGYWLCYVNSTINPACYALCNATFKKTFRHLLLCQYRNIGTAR
CRFBP-R2 block: CRF-BP/CRF-R2 complex antagonism. inhibition, % at 11.8 µM. actives 0.59% (n = 350,000). AID 588475. HEK293 CRF-R2/CRF-BP, CRF-induced calcium fluorescence;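 active = inhibition of the ligand-induced calcium signal above about 50% at the single tested concentration, limit read from the data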
CHRM4 agonist: CHRM4 agonism in calcium assay; P08173; CHO-K1 hM4/Gqi5, Fluo-8 calcium fluorescence; vehicle 0%, full acetylcholine response 100%; activation, % at 3 µM; actives 0.14% (n = 360,000); AID 624127;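 active = activation above the run mean over all test wells plus 3 SD, cut at about 32% in these data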;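 also: peak over basal fluorescence ratio per well then scaled between controls; 0% = DMSO wells and 100% = acetylcholine at EC100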
M1 PAM: potentiates human M1 receptor response to acetylcholine; CHO-K1 hM1, Fluo-8 calcium fluorescence, ACh EC20; 0% = ACh EC20, 100% = maximal ACh; P11229; actives 0.088% (n = 360,000); activation, % at 3 µM; in the data active = activation above about 19%, passing the limit was not always enough
M5 antag: antagonists of human muscarinic M5 receptor (CHRM5). P08912. CHO-hM5 cells, Fluo-8 calcium fluorescence, ACh EC80. inhibition, % at 3 µM. actives 0.59% (n = 360,000);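 active = inhibition above a per-plate cutoff, the mean of that plate's test compounds plus 3 SD, cut at about 27% in these data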;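 also: 0% = acetylcholine EC80 with DMSO and 100% = DMSO without agonist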
Target sequence (P08912 whole entry, looked up): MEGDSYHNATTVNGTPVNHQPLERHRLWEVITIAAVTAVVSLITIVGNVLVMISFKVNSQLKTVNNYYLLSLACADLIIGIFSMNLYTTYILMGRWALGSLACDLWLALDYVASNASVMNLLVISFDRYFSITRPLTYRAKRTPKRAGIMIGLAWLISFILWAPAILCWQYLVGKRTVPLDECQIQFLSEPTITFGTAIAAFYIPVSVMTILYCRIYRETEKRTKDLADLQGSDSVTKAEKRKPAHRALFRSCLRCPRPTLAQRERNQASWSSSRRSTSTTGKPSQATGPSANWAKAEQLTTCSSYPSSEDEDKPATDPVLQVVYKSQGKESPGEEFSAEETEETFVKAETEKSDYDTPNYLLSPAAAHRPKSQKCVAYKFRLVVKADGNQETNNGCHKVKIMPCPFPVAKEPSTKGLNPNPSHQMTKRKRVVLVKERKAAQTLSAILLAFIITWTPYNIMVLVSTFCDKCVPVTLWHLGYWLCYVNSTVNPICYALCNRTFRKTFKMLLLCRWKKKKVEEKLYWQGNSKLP
CHRM5 PAM: CHRM5 positive allosteric modulation; P08912; CHO-K1 hM5, Fluo-8 calcium, ACh EC20 PAM; 0% = ACh EC20, 100% = ACh EC100; activation, % at 3 µM; actives 0.3% (n = 360,000);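 active = activation above the run cutoff, the mean activation of all test compounds plus 3 SD, cut at about 18% in these data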
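Assay system: CHO-K1 hM5 cells. Also added: acetylcholine at EC20 concentration, added after compound. Dosing: 3 µM, single dose. Times: compound preincubation 140 s before EC20 acetylcholine addition. Signal: Fluo-8 calcium fluorescence. Measure: % activation relative to EC20 and EC100 ACh responses. Repeats: singlicate, one well per test compound.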
M5 ag: agonists of human muscarinic M5 receptor (CHRM5); P08912; CHO-K1 hM5 cells, Fluo-8 calcium fluorescence; 0% DMSO wells, 100% maximal acetylcholine response; activation, % at 3 µM; actives 0.19% (n = 360,000);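 active = activation above the run's mean over test compounds plus 3 SD, cut at about 23% in these data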;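 also: signal is peak over basal fluorescence ratio across the kinetic read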
M4 antag: antagonists of human muscarinic M4 receptor (CHRM4) | actives 0.73% (n = 360,000) | CHO-hM4 cells, ACh EC80, Fluo-8 calcium fluorescence | AID 624125 | inhibition, % at 3 µM | P08173;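 active = inhibition above its plate's cutoff, the mean inhibition of sample wells plus 3 SD, cut at about 27% in these data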;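 also: 0% = acetylcholine EC80 with DMSO and 100% = DMSO without agonist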
CRFR2-BP ag: CRF-BP/CRF-R2 complex agonism. AID 588473. HEK293 CRF-R2/CRF-BP, calcium dye fluorescence (FLIPR); percent of saturating CRF peptide response. activation, % at 13.2 µM. actives 0.46% (n = 350,000);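 active = activation of at least 50%, plus an integration ratio under a set limit after plate pattern correction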;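 also: plate controls were neutral control wells without compound for no effect and CRF at EC100 for full effect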
Active calls of the source: *; x = no result given. Rows are unselected. About 2.6% of those tested had a hit in this group.

SMILES | M4 PAM | CRFBP-R2 block | CHRM4 agonist | M1 PAM | M5 antag | CHRM5 PAM | M5 ag | M4 antag | CRFR2-BP ag
CCC(NC(=O)COc1cc2c(c3oc(=O)c(C)c(C)c13)CCC(C)(C)O2)C(=O)O (stereo not given) | -3 | -2 | 0 | 1 | -1 | 2 | -1 | 6 | -0.1
Cc1cccc(C)c1N1CCN(C(=O)c2ccc3c(c2)OCO3)CC1 | -2 | 61* | 3 | 2 | 2 | 3 | -2 | -3 | -0.1
O=C(O)COc1ccc2c(-c3ccccc3)cc(=O)oc2c1 | 4 | -11 | -1 | 11 | -3 | 3 | 1 | -6 | 0.3
COc1ccc(Cc2nc3ccc(C(=O)N4CCCN(C=O)CC4)cc3o2)cc1 | 0 | 2 | 1 | 5 | 10 | 0 | -4 | -2 | 2.1
COc1ccc(CCCc2nnc(SCC(=O)Nc3cc(C)ccc3C)o2)cc1 | -5 | 16 | 3 | 6 | -5 | -5 | -1 | 1 | -1.9
CCOc1nc(C#N)nc(N2CCCCC2)n1 | -1 | 9 | 1 | -6 | -5 | 3 | -11 | -3 | 2.3
N#Cc1cc(-c2cccc(Cl)c2)c[nH]c1=O | 2 | 17 | 1 | 13 | 1 | -3 | -5 | 4 | 1.0
CC(C)C(c1nnnn1C1CCCC1)N1CCC(C(N)=O)CC1 (stereo not given) | 16 | -10 | 2 | 11 | 2 | 3 | -2 | -2 | 0.2
Clc1ccc(CSc2nnc(NC3=NCCCCC3)s2)cc1 | -4 | 23 | 1 | -16 | 7 | -19 | -3 | 6 | 0.0
CN(C)C1C(=O)c2ccccc2C1=O | 4 | 24 | 0 | 4 | 3 | -1 | 0 | 1 | -1.9
CC1=CS(=O)(=O)CC1SC(=S)N(C)C1CCS(=O)(=O)C1 (stereo not given) | -2 | 7 | 0 | 8 | -3 | -7 | -4 | 0 | 0.2
CCOC(=O)c1cccc(NC(=O)CSc2nnnn2C)c1 | 6 | 8 | 1 | 5 | -9 | 4 | 3 | 4 | -2.8
O=C(CSc1n[nH]c(=O)[nH]c1=O)Nc1cccc(S(=O)(=O)N2CCOCC2)c1 | -1 | 7 | 1 | 7 | 4 | 4 | -1 | 3 | 0.7
COc1ccc(NC(=O)NNC(=O)c2ccc3ccccc3c2O)c(OC)c1 | 0 | 10 | 1 | 8 | -1 | 0 | -1 | 6 | -1.0
CNC(=O)C[C@H]1C(=O)N(c2ccccc2)C[C@@H]1C | 0 | 3 | 0 | 0 | -9 | 9 | -3 | 0 | -1.3
O=C(CCN1C(=O)COc2ccccc21)NCCN1CCc2ccccc2C1 | -4 | 3 | 2 | 8 | 1 | 3 | -3 | -5 | 2.7
N/C(COc1ccc(C(=O)O)cc1)=N\O | 5 | 8 | 0 | 2 | -3 | 1 | -2 | -11 | 0.8
O=C(COC(=O)/C=C/c1ccccc1[N+](=O)[O-])NC1CCS(=O)(=O)C1 (stereo not given) | -8 | 3 | -1 | 3 | 18 | -4 | -2 | 5 | -0.3
COc1ccc(C)cc1NC(=O)C1CCCN1S(=O)(=O)c1ccc2c(c1)CCC(=O)N2 (stereo not given) | -3 | 3 | 1 | 9 | 4 | -6 | 0 | -4 | -1.3
CC(CCc1ccccn1)(CCc1ccccn1)C(=O)c1ccccc1 | -6 | 0 | 11 | -9 | 13 | -14 | -4 | 6 | 1.0
COc1ccc(OC)c(N(CCN2C(=O)c3ccccc3C2=O)C(=O)C2CCC(=O)C2C)c1 (stereo not given) | -5 | 6 | 0 | 4 | -3 | -1 | 1 | 0 | -1.9
Cc1ccc(N(CC(=O)NCc2ccco2)C(=O)CNS(=O)(=O)c2ccccc2)c(C)c1 | 2 | 19 | 2 | 7 | 4 | -5 | -1 | -1 | -1.7
Cc1cc(C)nc(NC(N)=NC2CCCCC2)n1 | 11 | -17 | 4 | -9 | -1 | 5 | 0 | -6 | -0.3
Cc1ccc(C2c3sc(=O)[nH]c3SC3C(=O)NC(=O)C32)cc1 (stereo not given) | 5 | -10 | 1 | 2 | 0 | 1 | 0 | 5 | 14
COc1ccc2nc(Nc3nc(C)c(CCC(C)C)c(=O)[nH]3)nc(C)c2c1 | 0 | 38 | 1 | 7 | -5 | -2 | 2 | -4 | -1.2

Eleven successive records already listed, quoted:
SMILES | M4 PAM | CRFBP-R2 block | CHRM4 agonist | M1 PAM | M5 antag | CHRM5 PAM | M5 ag | M4 antag | CRFR2-BP ag
CCC(NC(=O)COc1cc2c(c3oc(=O)c(C)c(C)c13)CCC(C)(C)O2)C(=O)O (stereo not given) | -3 | -2 | 0 | 1 | -1 | 2 | -1 | 6 | -0.1
Cc1cccc(C)c1N1CCN(C(=O)c2ccc3c(c2)OCO3)CC1 | -2 | 61* | 3 | 2 | 2 | 3 | -2 | -3 | -0.1
O=C(O)COc1ccc2c(-c3ccccc3)cc(=O)oc2c1 | 4 | -11 | -1 | 11 | -3 | 3 | 1 | -6 | 0.3
COc1ccc(Cc2nc3ccc(C(=O)N4CCCN(C=O)CC4)cc3o2)cc1 | 0 | 2 | 1 | 5 | 10 | 0 | -4 | -2 | 2.1
COc1ccc(CCCc2nnc(SCC(=O)Nc3cc(C)ccc3C)o2)cc1 | -5 | 16 | 3 | 6 | -5 | -5 | -1 | 1 | -1.9
CCOc1nc(C#N)nc(N2CCCCC2)n1 | -1 | 9 | 1 | -6 | -5 | 3 | -11 | -3 | 2.3
N#Cc1cc(-c2cccc(Cl)c2)c[nH]c1=O | 2 | 17 | 1 | 13 | 1 | -3 | -5 | 4 | 1.0
CC(C)C(c1nnnn1C1CCCC1)N1CCC(C(N)=O)CC1 (stereo not given) | 16 | -10 | 2 | 11 | 2 | 3 | -2 | -2 | 0.2
Clc1ccc(CSc2nnc(NC3=NCCCCC3)s2)cc1 | -4 | 23 | 1 | -16 | 7 | -19 | -3 | 6 | 0.0
CN(C)C1C(=O)c2ccccc2C1=O | 4 | 24 | 0 | 4 | 3 | -1 | 0 | 1 | -1.9
CC1=CS(=O)(=O)CC1SC(=S)N(C)C1CCS(=O)(=O)C1 (stereo not given) | -2 | 7 | 0 | 8 | -3 | -7 | -4 | 0 | 0.2

New compounds follow:
SMILES | M4 PAM | CRFBP-R2 block | CHRM4 agonist | M1 PAM | M5 antag | CHRM5 PAM | M5 ag | M4 antag | CRFR2-BP ag
Cc1cc(C)c(C)c(S(=O)(=O)NC2CCN(Cc3ccccc3)CC2)c1C | -1 | -38 | 5 | -13 | 4 | 4 | -6 | -2 | -1.8
Cc1ccc(Cl)cc1N(CC(=O)NC1CCCC1)C(=O)c1csnn1 | -11 | 16 | 2 | 6 | 1 | 4 | -1 | 14 | -1.7
C/C(=C\C(=O)c1ccccc1)NCc1ccc(F)cc1 | -2 | 19 | 1 | 1 | -3 | -3 | -2 | -8 | -0.1
CC(C)Oc1ccc(C(CC(=O)O)Cc2ccccc2)cc1 (stereo not given) | -6 | -1 | 0 | 7 | 7 | -4 | -4 | 9 | -0.8
CCC(C)NC(=O)c1ccccc1NC(=O)CN(c1cc(C)ccc1OC)S(C)(=O)=O (stereo not given) | -5 | -6 | 2 | 7 | 5 | -12 | -7 | -4 | 1.0
CC(C)Sc1nnc([C@H](C)NC(=O)OC(C)(C)C)o1 | -3 | 0 | 0 | 3 | 0 | 2 | -1 | 9 | 2.9
CC(=O)N1CCc2cc(S(=O)(=O)CCC(=O)Nc3ccccc3F)ccc21 | 1 | 10 | 1 | 10 | 2 | -3 | -2 | 6 | 1.0
COC(=O)C1=C(C)OC(N)=C(C#N)C1c1cc(OC)ccc1OC (stereo not given) | 5 | -8 | 1 | 7 | -2 | 3 | 3 | -3 | -0.7
CC(C)N(C(=O)NC(=O)Nc1ccc(S(=O)(=O)N2CCCC2)cc1)S(C)(=O)=O | 6 | 11 | 2 | -8 | 7 | 10 | -9 | -6 | 1.0
COC(=O)CC1(c2ccccc2)C(=O)c2ccccc2C1=O | 7 | 10 | -2 | 10 | -1 | 0 | -4 | -1 | 3.4
O=C(NCc1ccccc1)C1CCC(=O)N(CCN2CCOCC2)C1 (stereo not given) | 4 | -9 | 0 | 8 | -14 | 17 | -6 | -11 | 6.6
COc1ccc(C(=O)NC2CCN(C(=O)NCc3ccccc3)CC2)cc1 | 1 | -7 | 4 | 6 | 1 | 2 | 0 | -5 | 0.1
O=C(NC1CCCCCCC1)c1ccc2c(c1)N(Cc1ccc(F)cc1)C(=O)CS2=O (stereo not given) | -7 | -12 | 0 | 20 | 0 | -5 | -5 | -1 | 0.1
COc1ccc(OC)c(NC(=O)C2COc3ccccc3O2)c1 (stereo not given) | -2 | 17 | 0 | 3 | -5 | 1 | -5 | 8 | -1.0
CSc1c2c([nH]c(=O)c1C#N)-c1ccccc1CC2 | 4 | x | 0 | 4 | -4 | -1 | 2 | 3 | x
CC(=O)Nc1ccc(-c2nnc(SCc3ccccc3C#N)n2C)cc1 | -3 | -6 | 1 | -8 | 4 | -2 | -1 | 0 | -0.5
CC(NC(=O)/C(=C/c1ccc2c(c1)OCO2)NC(=O)c1cccc([N+](=O)[O-])c1)C(=O)O (stereo not given) | 13 | 4 | 1 | 19 | 3 | 5 | -1 | -9 | -0.6
Cc1cc(=O)c2c(o1)C(=O)c1occc1C2=O | 3 | 12 | 1 | 13 | 4 | -1 | 6 | 3 | -1.9
O=C(CS(=O)(=O)c1ccc(F)cc1)Nc1nnc(-c2ccccc2Cl)o1 | -1 | -14 | 0 | 4 | -2 | 1 | -1 | -15 | -1.2
O=C(Nc1nc2ccccc2[nH]1)c1ccccc1 | 1 | -15 | 1 | 1 | -3 | -3 | -3 | -3 | 0.2
COC(=O)c1cc2c(=O)c3ccccc3oc2nc1C | 0 | 11 | 1 | 4 | 7 | -4 | -2 | -2 | -0.4
COc1cccc(NS(=O)(=O)c2ccc3[nH]cc(C(=O)NCCN4CCOCC4)c(=O)c3c2)c1 | 1 | 8 | 0 | 7 | -5 | 4 | 1 | 15 | -0.3
CC(CC(=O)Nc1ccc2c(c1)c(=O)n(C)n2-c1cccs1)c1ccccc1 (stereo not given) | -9 | x | 8 | -5 | -2 | -2 | 2 | -6 | x
O=C(C/C=N\OCc1ccc([N+](=O)[O-])cc1)Nc1ccc(Br)cc1 | -3 | 84* | 3 | -2 | -2 | -8 | -2 | 13 | -4.6
O=C(CN1C(=O)/C(=C/c2cccc(Cl)c2)SC1=S)NC1C=CS(=O)(=O)C1 (stereo not given) | 0 | -6 | 6 | 6 | -2 | 1 | 0 | -12 | 2.2
CN(Cc1ccccc1)C(=O)C1CCN(Cc2ccc(F)cc2)CC1 | 6 | -2 | 1 | 11 | 4 | 1 | -2 | -1 | 0.4

Copied from the list.
`CSc1c2c([nH]c(=O)c1C#N)-c1ccccc1CC2` in CHRM5 PAM = -1
`O=C(Nc1nc2ccccc2[nH]1)c1ccccc1` in M4 antag = -3
